sEH inhibitor – soluble epoxide hydrolase (human) inhibition; recombinant human sEH enzymatic activity assay; 0.34% of 91,000 active; AID 707; inhibition, % at 2 µM; P34913; in the data active means inhibition above about 80%; further: values of inactives mirror those of a sister screen read the other way; many of its hits are not listed in these tables
CYP2C19 inhib – inhibitors of human CYP2C19; CYP2C19 Supersomes, luciferin-H EGE luminescence, 30 min; P33261; 21% of 96,000 active; inhibition, % at 5 µM;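 active means CYP2C19 inhibition above a set limit at 5 µM in the primary screen, cut at about 50% in these data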;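 further: plate controls were negative control wells for no effect and 2.5 mM tranylcypromine positive control for full effect; values of inactives mirror those of a sister screen read the other way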
Target sequence (P33261 whole entry, looked up): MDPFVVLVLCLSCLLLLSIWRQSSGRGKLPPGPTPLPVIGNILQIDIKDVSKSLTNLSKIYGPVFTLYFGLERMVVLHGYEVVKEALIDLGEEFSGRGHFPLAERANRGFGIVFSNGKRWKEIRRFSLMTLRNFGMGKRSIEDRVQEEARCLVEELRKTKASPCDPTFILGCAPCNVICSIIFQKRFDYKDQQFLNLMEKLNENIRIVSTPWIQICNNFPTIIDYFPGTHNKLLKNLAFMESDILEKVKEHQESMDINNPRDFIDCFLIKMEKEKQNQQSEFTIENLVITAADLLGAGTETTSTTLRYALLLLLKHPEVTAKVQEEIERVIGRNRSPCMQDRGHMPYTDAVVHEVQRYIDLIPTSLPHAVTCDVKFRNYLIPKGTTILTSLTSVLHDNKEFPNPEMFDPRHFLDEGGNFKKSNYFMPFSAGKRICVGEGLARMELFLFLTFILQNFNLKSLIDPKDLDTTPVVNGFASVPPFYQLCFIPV
PostGolgi yeast – growth inhibition of a yeast mutant, post-Golgi transport screen. post-Golgi transport phenotypic cell assay. inhibition, % at 10 µM. 0.9% of 98,000 active. AID 739;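 further: yeast cells grown in 1536-well plates; yeast grown about 18 h at 30C before absorbance read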
sEH activator – activators of human soluble epoxide hydrolase; 0.04% of 91,000 active; purified human sEH enzymatic activity, activator screen; activation, % at 2 µM; AID 717; P34913; in the data active means activation above about 37%; further: values of inactives mirror those of a sister screen read the other way
PostGolgi ctrl – yeast control strain growth, post-Golgi counter-screen; efflux-deficient yeast background strain, growth absorbance A615, 16 h; inhibition, % at 10 µM; 5% of 98,000 active
CYP2C19 activ – cytochrome P450 2C19 (human) activation; recombinant CYP2C19, luciferin-H EGE luminescence; stronger effect = higher value; 0 = fully inhibited enzyme, 1 = untreated enzyme; 96,000 tested, under 10 active; activation factor at 5 µM; P33261;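 active means activation factor of at least 2 at 5 µM in the primary screen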;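 further: 0 = wells with 2.5 mM tranylcypromine and 1 = vehicle-only wells; values of inactives mirror those of a sister screen read the other way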
S1P2 antag – S1P2 (human) receptor antagonism; AID 736; 0.21% of 97,000 active; O95136; inhibition, % at 5 µM; cell-based S1P2 antagonist assay, inhibition at 5 uM; in the data active means inhibition above about 45%;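 further: CRE beta-lactamase reporter cells expressing human S1P2 stimulated with S1P; 0% = agonist at EC80 alone and 100% = agonist plus reference antagonist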
Target sequence (O95136 whole entry, looked up): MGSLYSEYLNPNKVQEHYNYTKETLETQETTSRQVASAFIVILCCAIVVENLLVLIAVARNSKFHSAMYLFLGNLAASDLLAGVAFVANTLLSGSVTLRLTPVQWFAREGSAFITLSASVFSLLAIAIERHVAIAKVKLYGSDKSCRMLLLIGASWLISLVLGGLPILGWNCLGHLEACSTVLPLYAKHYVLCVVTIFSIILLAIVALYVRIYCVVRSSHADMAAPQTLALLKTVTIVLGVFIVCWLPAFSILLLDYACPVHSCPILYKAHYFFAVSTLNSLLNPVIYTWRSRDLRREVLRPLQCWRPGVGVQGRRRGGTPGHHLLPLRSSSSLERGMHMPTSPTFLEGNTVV
S1P2 ag – agonists of human S1P2 receptor; O95136; activation, % at 4.5 µM; 0.46% of 97,000 active; S1P2-expressing cell line, agonist reporter read-out; in the data active means activation above about 16%;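 further: 0% = vehicle low control and 100% = maximal reference agonist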
hDAT+cocaine – modulates human dopamine transporter uptake under cocaine; Q01959; LLC-PK1 hDAT cells, [14C]-dopamine uptake with cocaine IC80; actives deviate in either direction; 1.3% of 110,000 active; AID 449768; B-score at 10 µM;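 active means Z score or B-score, a plate-position-corrected score, falls beyond the plate's 99.7% confidence bounds, in either direction; inactive means both scores lie inside the 99.7% bounds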;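 further: scored against the spread of the other compound wells on the same plate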
* = called active by the depositor; / = not tested or not shown. Unless noted, no stated cut-off is given here; in the data, active means inhibition above about 30%; inactive means the rest. A portion of the library; count on the stated rates, not on these rows.

compound	sEH inhibitor	CYP2C19 inhib	PostGolgi yeast	sEH activator	PostGolgi ctrl	CYP2C19 activ	S1P2 antag	S1P2 ag	hDAT+cocaine
O=C(c1ccccc1)c1cn(CC(=O)N2CCOCC2)c2ccccc12	-2	41	2	6	-2	0.6	-14	-5	0.75
CCC(C)NC(=O)c1c(N)n(Cc2ccc3c(c2)OCO3)c2nc3ccccc3nc12 (centres undefined)	5	9	10	-4	10	0.9	-169	140*	0.56
COCCCn1c(N)c(C(=O)OC(C)COC)c2nc3ccccc3nc21 (centres undefined)	/	31	17	/	2	0.7	/	/	0.92
CC(C)CC12CN3CCN(CC(C3)C1O)C2 (centres undefined)	1	-10	3	0	3	1.1	-25	1	0.61
COc1ccc(C2(C#N)CC[N+](C)(C)CC2)cc1	2	-15	0	-2	9	1.1	12	-3	/
CCC(=O)N1CCN(CCN=Cc2c(O)n(C)c(=O)n(C)c2=O)CC1	-22	-7	-7	22	1	1.1	19	-2	-0.95
O=C(O)c1c[nH]c2ccc(S(=O)(=O)N(CCCl)CCCl)cc12	5	-16	3	-4	9	1.2	4	-7	0.69
O=C(Cn1nc(Cc2cccnc2)c2ccccc2c1=O)N1CCC2(CC1)OCCO2	/	22	-3	/	15	0.8	/	/	-0.22
O=c1c2ccccc2nc(-c2ccco2)n1-c1nccs1	-16	-14	-1	16	-13	1.1	-6	-7	0.77
C#CCNc1ccncc1S(=O)(=O)NC(=O)NC(C)C	0	/	/	0	/	/	-14	3	-0.014
CCC(=NCCCO)c1c(O)n(-c2ccc(OC)cc2)c(=O)[nH]c1=O	-10	-9	-4	9	4	1.1	5	-5	-0.45
NC(=O)OCCSc1nnc(-c2cccc(C(N)=S)c2)o1	-3	/	/	5	/	/	3	-2	-0.028
CC1CN=C(NCc2ccccc2)S1 (centres undefined)	-1	5	8	0	-1	1	1	-1	-0.0096
COCCOC(=O)c1c(N)n(Cc2ccco2)c2nc3ccccc3nc12	2	/	/	0	/	/	1	-2	0.32
Clc1ccc2c(N3CCNCC3)ccnc2c1	-2	-16	6	3	-5	1.2	-13	-1	0.44
CCN1CCN(Cc2nnnn2C(C)(C)C)CC1	-1	45	-1	0	22	0.5	-9	-1	-1.1
CC1(C)C2CC=C(CN3CCC(O)CC3)C1C2 (centres undefined)	0	3	-9	1	14	1	-20	4	-1.1
O=C(O)CP(=O)(O)c1ccc(Cl)cc1	-19	-1	14	20	-7	1	8	-2	-1.4
O=C(C1CCCO1)N1CCC2(CC1)OCCO2 (centres undefined)	-12	1	-6	15	-5	1	-22	-5	-0.1
O=C(CNS(=O)(=O)c1cccs1)N1CCC2(CC1)OCCO2	3	52*	2	-3	6	0.5	-8	-3	-0.81
FC(F)(F)c1ccc2c(c1)ncn2C1CCN(Cc2nnnn2C2CCCCC2)CC1	0	88*	-2	0	9	0.1	14	-7	1.1
OC1(c2ccc(F)cc2)CC2CCC(C1)N2Cc1nnnn1C1CCCC1 (centres undefined)	6	88*	-5	-8	-6	0.1	1	-4	0.53
CCCNC(=O)c1c(N)n(CC2CCCO2)c2nc3ccccc3nc12 (centres undefined)	-2	2	9	-2	33*	1	-14	7	-8.9*
COc1cc(CN2CCN(C(=O)COc3ccccc3)CC2)cc(OC)c1OC	-9	10	4	9	24	0.9	18	-4	0.59
NCC(CC(=O)O)c1ccc(Cl)cc1 (centres undefined)	-11	-14	5	12	-6	1.1	3	-4	0.29
N#Cc1ccc(Cn2cc(C(=O)c3ccco3)c3ccccc32)cc1	1	9	0	3	39*	0.9	1	-4	0.98
O=c1c2ccccc2nc(CSc2ncnc3nc[nH]c23)n1-c1ccc(Cl)c(Cl)c1	7	28	9	-5	0	0.7	0	-5	-0.6
CC1=CC(C)C(COC(N)=O)(COC(N)=O)C(C)C1 (centres undefined)	14	44	-1	-12	-9	0.6	-8	2	-0.06
CCC(=NCc1ccc(F)cc1)c1c(O)n(C)c(=O)n(C)c1=O	-1	84*	19	0	9	0.2	1	-14	-0.34
CC(C)Cn1cc(C(=O)N2CCC3(CC2)OCCO3)c2c3ccccc3n(C)c2c1=O	8	3	9	-9	-3	1	18	-6	1.2
Cn1c(=O)cc(OCC(=O)N2CCC3(CC2)OCCO3)c2ccccc21	/	34	-6	/	10	0.7	/	/	-0.029
COc1ccc(C2SCC(=O)Nc3c2c(C)nn3-c2ccccc2)cc1OC (centres undefined)	-4	33	0	7	14	0.7	-9	-4	-1.6
CCOP(=S)(OCC)SCC(=O)NC(C(=O)O)C(C)C (centres undefined)	-29	7	0	27	6	0.9	-20	1	-0.72
COc1ccc(C2C(C(=O)N3CCC4(CC3)OCCO4)CC(=O)N2c2ccc(OC)cc2)cc1 (centres undefined)	/	61*	1	/	2	0.4	/	/	-0.57
CCN(CC)Cc1c[nH]c2ccccc12	14	-4	6	-11	7	1	10	1	-0.18
Cc1cc(OCC(=O)O)c2c3c(c(=O)oc2c1)CCCC3	-3	1	10	8	9	1	-6	2	-0.52
O=c1[nH]c(=S)n(CCC2=CCCCC2)c(O)c1C=NCCCn1ccnc1	2	93*	6	-3	-8	0.1	5	-7	1.2
CN(C)P1(N(C)C)=NC(C(F)(F)F)=NC(C(F)(F)F)=N1	/	15	-1	/	2	0.9	/	/	0.65
CC(=NCc1cccnc1)c1c(O)n(C2CCCCC2)c(=O)[nH]c1=O	12	99*	24	-10	0	0	-6	-7	0.1
CCOC(=O)c1c(-n2c(C)cc(C=C3C(=O)NC(=S)NC3=O)c2C)sc2c1CCCC2	-6	28	97*	5	42*	0.7	30	-4	0.022
CCC(=NCC1CCCO1)c1c(O)n(-c2ccccc2)c(=O)[nH]c1=O (centres undefined)	0	29	-2	3	-7	0.7	-5	-2	-0.39
CC(=NCc1cccnc1)c1c(O)n(-c2ccccc2)c(=O)[nH]c1=O	3	57*	8	-2	-4	0.4	3	-6	0.16
Fc1ccc2c(c1)nnn2C1CCN(Cc2c(Cl)cccc2Cl)CC1	9	/	/	-6	/	/	-5	-2	0.29
CC(C)N1C(=O)CC2(CC[N+](C)(CCOC(=O)C(O)(c3ccccc3)c3ccccc3)CC2)C1=O (centres undefined)	2	-3	15	0	13	1	-20	-2	-1.3
c1ccc(CCn2nnnc2CN2CCC(n3nnc4ccccc43)CC2)cc1	/	69*	-6	/	1	0.3	/	/	0.17
CCOC(=O)C1C2c3ccccc3O[C@@]1(C)N=C1SCC(=O)N12 (some centres undefined)	-10	38	0	8	16	0.6	4	-7	-0.081
CCOC(=O)c1c(N)n(Cc2ccc(OC)cc2)c2nc3ccccc3nc12	16	13	7	-15	27	0.9	-13	2	0.65
CCCC12CN3CC(CCC)(CN(C1)C3c1ccccn1)C2=O (centres undefined)	13	-15	-2	-12	0	1.1	-40	1	-2.1
Cc1cc(C)nc(-n2c(C)nc3cc(Cl)ccc3c2=O)c1	-10	41	1	9	-4	0.6	-25	-3	-0.42
CCOP(=O)(OCC)C(NC(=O)c1ccccc1Cl)=C(Cl)Cl	12	14	-6	-10	-1	0.9	6	-1	-0.14
CCCOC(=O)c1c(N)n(Cc2cccs2)c2nc3ccccc3nc12	3	9	2	-4	48*	0.9	-8	-3	0.03
COc1ccc(Cn2c(O)c(C=NCCN3CCOCC3)c(=O)[nH]c2=O)cc1	14	-14	1	-13	-4	1.1	3	-6	-0.16
CN1C2CCC1CC(OC(=O)c1ccc(Cl)cc1)C2 (centres undefined)	/	7	6	/	4	0.9	17	-7	0.069
O=C(CN1CCOCC1)Nc1ccc(Br)cc1C(=O)c1ccccc1	3	/	/	1	/	/	8	-8	-0.2
COc1ccc(CCn2c(O)c(C=NCCCO)c(=O)[nH]c2=O)cc1OC	-4	7	6	4	3	0.9	13	-11	-1
CCOc1ccc(-n2c(-c3ccoc3)nc3ccccc3c2=O)cc1	4	39	-6	-1	24	0.6	-3	-3	-0.73

Further compounds follow.
compound	sEH inhibitor	CYP2C19 inhib	PostGolgi yeast	sEH activator	PostGolgi ctrl	CYP2C19 activ	S1P2 antag	S1P2 ag	hDAT+cocaine
O=C(c1ccc2c(c1)ncn2C1CCCCCC1)N1CCC2(CC1)OCCO2	-6	-4	7	4	7	1	3	-2	1.6
CCN(CC)S(=O)(=O)c1ccc(N=Cc2c(O)n(-c3ccccc3)c(=O)[nH]c2=O)cc1	-5	7	-13	6	-1	0.9	7	-2	0.0048
CC(=O)C1=C(C)OC(N)=C(C(=O)OC(C)C)C12C(=O)Nc1ccccc12 (centres undefined)	-16	-3	15	16	0	1	0	-3	-0.59
Cc1ccc(S(=O)(=O)N2CC3CC(C2)c2cccc(=O)n2C3)cc1 (centres undefined)	5	-2	33*	-6	0	1	12	-3	0.2
C[N+]12CN3CN(CN(C3)C1)C2	6	-6	0	-6	12	1.1	23	-4	-0.19
CCC(=NCCc1c[nH]c2ccccc12)c1c(O)n(C)c(=O)n(C)c1=O	7	59*	-5	-8	19	0.4	-12	-4	-0.2
CN(C)CCN=Cc1c(O)n(-c2cccc(C(F)(F)F)c2)c(=O)[nH]c1=O	/	-12	0	/	-9	1.1	/	/	-0.045
CN1CCN(Cc2nc3ccccc3n2C)CC1	7	0	2	-7	11	1	6	-2	0.028
C=CCN(CC=C)Cc1c[nH]c2ccccc12	12	0	3	-12	4	1	14	-4	0.13
CC(C(=O)c1c[nH]c2ccccc12)N1CCSCC1 (centres undefined)	/	40	3	/	-9	0.6	10	-6	0.24
CCC1(CC)C(=O)NC(=Nc2cccc(C(F)(F)F)c2)NC1=O	0	-15	-3	0	-8	1.1	-21	-4	-1.3
Cn1cccc1CN1CCN(C(=O)COc2ccccc2)CC1	12	7	-5	-13	3	0.9	27	-4	-0.99
Cc1ccc2cccc(OC(=O)N(C)c3ccccc3)c2n1	/	90*	2	/	-2	0.1	/	/	-0.27
CCN1CCN(Cc2ccc(C)cc2)CC1	/	19	-3	/	-10	0.8	/	/	-0.67
C/C(Cl)=C/CC1(CN2CCCC2=O)C(=O)NC(=O)NC1=O	-10	-6	-2	11	2	1.1	11	-6	1.1
CCCCCCn1c(N)c(C(=O)NCCN2CCOCC2)c2nc3ccccc3nc21	6	54*	1	-8	28	0.5	-27	29*	1.8
CN(C)c1ccc2c(c1)N=C(c1ccco1)OP2(=S)N1CCOCC1 (centres undefined)	3	3	-1	-3	16	1	2	-8	0.41
O=c1c(C=NCCN2CCNCC2)c(O)n(C2CCCCC2)c(=O)n1C1CCCCC1	7	21	1	-6	9	0.8	-6	2	0.011
CC(=O)Nc1ccccc1C(=O)OCC(=O)c1ccc2ccccc2c1	2	/	-8	-1	13	/	10	-7	-0.097
O=c1cccc2n1CC1CC2CN(Cc2cccc(Cl)c2Cl)C1 (centres undefined)	/	88*	5	/	16	0.1	/	/	0.63
C=CCn1c(O)c(C=Nc2ccc(N(CC)CC)cc2)c(=O)[nH]c1=O	4	-7	-6	0	-1	1.1	8	-3	-1.2
CCN(CC)CCCNC(=O)c1c(O)c2ccccc2n(Cc2ccccc2)c1=O	3	14	-1	-2	1	0.9	-3	-7	-0.47
CC1CC2(O)c3nonc3CCC2N1O (centres undefined)	-3	6	/	2	/	0.9	19	-3	-0.52
Cn1c(O)c(C(=N)COc2cccc(Cl)c2)c(=O)n(C)c1=O	-6	-6	4	4	0	1.1	6	-9	-0.25
O=c1[nH]c(=O)n(-c2cccc3ccccc23)c(O)c1C=NCCCn1ccnc1	15	22	1	-13	-4	0.8	7	-4	0.26

Screens as filed in PubChem.
